# EP2 mod: EP2 receptor modulators, cAMP readout, primary screen, cell-based, HTRF cAMP, PGE2 stimulation. EP2-expressing cells, cAMP HTRF FRET, PGE2 co-stimulation. AID 940, 2007. actives 0.83% (n = 260,000). Prostaglandin E2 receptor EP2 subtype (Homo sapiens), P43116. induction, % at 25 µM;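 active = compounds whose cAMP rise, as percent of the full-agonist control response, exceeds 60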;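 also: rat C6 glioma line stably carrying human EP2 under a CMV promoter; the protocol text gives 20 µM as final concentration; 100% = response of wells given 1 µM PGE2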
# Target sequence (P43116 whole entry, looked up): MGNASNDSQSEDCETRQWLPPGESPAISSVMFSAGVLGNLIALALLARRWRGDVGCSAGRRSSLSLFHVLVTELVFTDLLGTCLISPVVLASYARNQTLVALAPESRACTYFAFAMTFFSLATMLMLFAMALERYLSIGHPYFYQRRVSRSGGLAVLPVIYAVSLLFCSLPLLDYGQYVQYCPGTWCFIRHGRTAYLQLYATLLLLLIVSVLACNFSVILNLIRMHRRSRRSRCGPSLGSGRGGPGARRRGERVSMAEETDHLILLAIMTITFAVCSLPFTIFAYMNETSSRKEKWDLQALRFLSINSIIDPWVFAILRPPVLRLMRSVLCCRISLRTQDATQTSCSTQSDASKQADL
# Rad51 HR inh: human RAD51 strand exchange inhibitors, primary screen, biochemical, fluorescence; DNA repair protein RAD51 homolog 1 (Homo sapiens), Q06609; hRad51 DNA strand exchange, fluorescence dequenching; inhibition, % at 10 µM; actives 0.085% (n = 200,000);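 active = inhibition above 40% at the single screening dose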;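 also: 0% = DMSO control wells and 100% = blanks with heterologous ssDNA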
# Target sequence (Q06609 whole entry, looked up): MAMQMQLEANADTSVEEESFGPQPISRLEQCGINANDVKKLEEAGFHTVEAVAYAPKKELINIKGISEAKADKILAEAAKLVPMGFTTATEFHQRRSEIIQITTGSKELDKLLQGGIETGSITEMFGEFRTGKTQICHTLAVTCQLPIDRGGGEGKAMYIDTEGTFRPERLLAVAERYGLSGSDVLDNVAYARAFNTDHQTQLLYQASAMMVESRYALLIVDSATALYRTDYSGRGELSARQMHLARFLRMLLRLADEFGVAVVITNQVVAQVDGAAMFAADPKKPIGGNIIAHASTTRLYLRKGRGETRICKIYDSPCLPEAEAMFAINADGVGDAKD
#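 Test system – preformed human Rad51 ssDNA filaments · Reagent – Donor/quencher-labelled 47-bp dsDNA substrate · Incubation – 37 °C 15-min filament assembly, 30-min compound preincubation, 15-min exchange · Signal – FRET fluorescence dequenching, excitation 485 nm, emission 520 nm · Read-out – percent inhibition from fluorescence, normalised to plate control and blank means · Benchmarks – plate control and blank wells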
# PGE2 EP2 inh: human EP2 receptor antagonists, primary screen, TR-FRET cAMP, C6 glioma cells. Prostaglandin E2 receptor EP2 subtype (Homo sapiens), P43116. C6 glioma cells expressing human EP2; cells stimulated with saturating PGE2. inhibition, % at 25 µM. actives 0.52% (n = 260,000). AID 1422, 2008;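 active = percent inhibition above 40 after rounding to a whole number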;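 also: rat C6 glioma host cells with rolipram phosphodiesterase inhibitor present; the protocol text gives 20 µM as final concentration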
# 14-3-3 Bad PPI: inhibitors of 14-3-3 zeta/Bad binding, primary screen, biochemical, TR-FRET, bovine 14-3-3 zeta; actives 0.71% (n = 220,000); TR-FRET 14-3-3zeta/Dy647-pBad peptide displacement, 1 h; inhibition, % at 21.7 µM;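 active = inhibition above about 70%, limit read from the data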;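 also: 0% = full 14-3-3 plus peptide FRET controls and 100% = background without 14-3-3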
# Target sequence (P63103 whole entry, looked up): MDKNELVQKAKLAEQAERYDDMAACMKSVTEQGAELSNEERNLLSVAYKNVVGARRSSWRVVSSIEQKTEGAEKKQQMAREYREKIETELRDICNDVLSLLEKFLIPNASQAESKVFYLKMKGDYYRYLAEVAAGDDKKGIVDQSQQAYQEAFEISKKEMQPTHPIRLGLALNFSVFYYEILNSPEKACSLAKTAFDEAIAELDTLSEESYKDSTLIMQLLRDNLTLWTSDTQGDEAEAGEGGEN
# TbHK1 inh: Trypanosoma brucei hexokinase 1 inhibitors, primary screen, biochemical, G6PDH-coupled NADH absorbance, MLSCN library; recombinant TbHK1, G6PDH-coupled NADH A340; actives 0.11% (n = 220,000); AID 1430, 2008; hexokinase 1 [Trypanosoma brucei]; inhibition, % at 10 µM;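 active = inhibition of 50% or more in the single-dose primary screen; inactive = inhibition below 50%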
# Hck-Nef inh: inhibitors of Nef-activated human Hck kinase, primary screen, biochemical, Z-Lyte FRET, 384-well, Hck-YEEI; Recombinant Hck-YEEI plus Nef, Z-Lyte FRET kinase assay; inhibition, % at 20 µM; AID 463187, 2010; actives 0.68% (n = 220,000); Tyrosine-protein kinase HCK (Homo sapiens), P08631;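 active = Hck-Nef kinase inhibition above about 50%, limit read from the data; inactive = inhibition below that limit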;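 also: 0% = DMSO with Hck plus Nef and 100% = Hck alone without Nef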
# L929 necroptosis: inhibitors of zVAD-triggered necroptosis, primary screen, L929 cells | L929 zVAD necroptosis rescue, ATP luminescence, 24 h; with zVAD 60 µM | viability rescue, % at 10 µM | actives 0.38% (n = 220,000);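 active = activation, scaled between plate controls, above about 75%, limit read from the data; inactive = activation under that limit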;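 also: 0% = zVAD with DMSO and 100% = DMSO alone without zVAD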
# eIF4E-4G inh: eIF4E–eIF4G protein interaction inhibitors, primary screen, biochemical, uHTS, TR-FRET, eIF4GI fragment; Eukaryotic translation initiation factor 4E (Mus musculus) + Eukaryotic translation …; TR-FRET eIF4E-eIF4GI(517-606) binding, 2 h; inhibition, % at 21.7 µM; actives 0.37% (n = 220,000); AID 782, 2007;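 active = inhibition above about 30%, limit read from the data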;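 also: 0% = full FRET control wells and 100% = background wells lacking eIF4GI fragment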
# Calpain2 inh: inhibitors of pig calpain II, primary screen, biochemical, fluorogenic peptide substrate, 1536-well; purified calpain II, 30 min; inhibition, % at 16 µM; AID 1236, 2008; actives 0.37% (n = 220,000);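 active = inhibition above about 50%, limit read from the data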
# Active calls of the source: *; i = inactive; / = not tested or not shown; [ ] = dose if it differs, or a comment.
SMILES,EP2 mod,Rad51 HR inh,PGE2 EP2 inh,14-3-3 Bad PPI,TbHK1 inh,Hck-Nef inh,L929 necroptosis,eIF4E-4G inh,Calpain2 inh
O=C(COC(=O)c1ccc2c(c1Cl)C(=O)c1ccccc1C2=O)NC1CCCCC1,-5,0,11,-24[fluorescence artefact?],-4,4,2.0,19,0
O=C(C1CCCCC1)N1CCc2ccccc21,-10,13,7,-21,-2,22,-0.6,0,-33
Cc1cc(Cl)c(OCCN2C(=O)NC(C)(C)C2=O)c(Br)c1,11,2,11,-6[fluorescence artefact?],3,-8,-0.9,-15,-15
CCCCCCCn1c(=N)n(CC(=O)c2ccco2)c2ccccc21,-13,1,22,-10,18,2,-0.6,-1,-12
CC1(C)CC(=O)C(N=Nc2ccc(F)cc2)=C(O)C1,18,11,9,-1,-18,24,-0.6,-8,-11
CCOc1ccc(C(=O)Nc2c3c(nn2-c2ccc(C)cc2)CS(=O)C3)cc1OCC (stereo not drawn),-1,-11,8,-2,-1,12,-0.9,1,-28
CS(=O)(=O)N1CCN(c2ccccc2NC(=O)CSc2nnc(-c3ccco3)o2)CC1,24,4,7,7,1,2,0.5,8,-16
CCn1nnnc1SCC(=O)N1c2ccccc2CCc2ccccc21,-4,1,14,-10,-1,1,0.4,-1,24
CCOC(=O)C1=C(C)N=C2SC(C)C(=O)N2C1c1ccccc1 (stereo not drawn),44,/,5,1,-6,20,0.9,0,19
CCOC(=O)Cn1c(CN2CCOCC2)nc2c1c(=O)[nH]c(=O)n2C,9,-11,11,9[fluorescence artefact?],3,27,2.8,2[fluorescence artefact?],-9
O=C(CNC(=O)c1ccc(F)cc1)N/N=C/c1cc(Br)ccc1OC(=O)/C=C/c1ccco1,-3,6,4,0,-3,41,4.1,2,-13
COc1ccc(C2C=C(c3ccc(C)cc3)Nc3ncnn32)cc1 (stereo not drawn),-39,/,/,/,-4,6,-0.2,/,i
O=C1CC(N2CCN(c3ccccc3Cl)CC2)C(=O)N1c1ccc(F)cc1 (stereo not drawn),-5,6,0,-7,1,1,0.8,-3,-4
O=C(N=Nc1c(O)[nH]c2ccccc12)c1cccc(S(=O)(=O)Nc2ccccc2Cl)c1,-39,8,10,-22,-3,16,-0.2,0,-10
COc1ccc(C(=O)Nc2ccccc2Cc2ccccc2)c(OC)c1,42,2,7,0,4,2,0.0,1[fluorescence artefact?],22
CCCCC(=O)Nc1ccc(C(=O)Nc2ccc(OC)cc2[N+](=O)[O-])cc1,10,-60,3,0[fluorescence artefact?],0,1,13,5,3
CC(C)CC(=O)Nc1ccc2c(c1)OCO2,35,11,8,-21,0,18,1.9,-2,-27
COc1ccc(S(=O)(=O)N2CCC(C(=O)Nc3cccc(C(C)=O)c3)CC2)cc1C,-36,4,7,1,4,8,-0.6,12,28
COc1ccccc1NCC(=O)N/N=C/c1sccc1C,-51,12,9,-1,-15,10,2.9,-1,13
CCOc1ccccc1OCCCC(=O)Nc1sccc1C(N)=O,-31,/,7,0,-6,2,1.0,-2,17
Cc1csc(SCC(=O)Nc2cccc(S(=O)(=O)N3CCCC3)c2)n1,6,-5,11,3,-4,2,0.5,-4,-10
CC(=O)c1cc(CN2CCN(Cc3ccccc3)C(CCO)C2)cs1 (stereo not drawn),7,/,10,-4,5,10,-0.9,1,9
CCc1ccc2[nH]c(=O)c(C(c3nnnn3Cc3ccccc3)N3CCOCC3)cc2c1 (stereo not drawn),-2,1,11,-7,28,2,-0.2,-7,-37
CCn1ncc2c(OCc3ccc(C#N)cc3)cc(C)nc21,50,-4,-1,0,2,2,-0.4,-10,17
COc1cc(/C=N/NC(=O)c2ccccn2)cc2c1OCO2,6,13,14,0,-31,2,-0.3,0,-3
O=C1C2CC=CCC2C(=O)N1c1ccc(NCCc2ccccc2F)c([N+](=O)[O-])c1 (stereo not drawn),-49,-12,8,0,1,5,0.5,8,7
N#Cc1ccc(C(=O)Nc2ccc([N+](=O)[O-])cc2)c(F)c1,4,1,10,-3,-15,17,7.7,5,-24
CN1CCN(C(=O)CSc2ccc(C(F)(F)F)cc2[N+](=O)[O-])CC1,13,-6,15,-9[fluorescence artefact?],-4,0,0.8,-1[fluorescence artefact?],-27
O=C(NCc1ccccc1)c1ccc(Cl)nc1,5,-9,9,-1,6,10,-0.9,1,11
O=C(CSc1nc2ccccc2[nH]1)N/N=C/C=C\c1ccccc1[N+](=O)[O-],-65,/,15,-15[fluorescence artefact?],17,5,-0.3,-2,-11
CCOC(=O)C1CCN(S(=O)(=O)c2c(C)[nH]c(=O)[nH]c2=O)CC1,-7,11,10,-12,3,-12,2.2,-2,4
Cn1c(NC(=O)c2ccc(F)c(F)c2)cc(=O)n(C)c1=O,10,-2,11,4,-5,-2,1.1,1,-12
O=C(O)C1CCCCC1C(=O)NC1CCCCC1 (stereo not drawn),-5,6,3,-5,1,1,-0.2,-2,-25
COc1ccc(-c2ncc(CN3CCN(CCC(C)C)C(CCO)C3)cn2)cc1 (stereo not drawn),-37,/,6,-8,2,15,0.7,3,-12
CCOC(=O)Cn1nc(-c2ccccc2)ccc1=O,11,-14,2,-5,3,2,0.3,4,-6
CCn1c(=O)cc(SCC(=O)N(C)Cc2ccccc2)c2ccccc21,-5,-7,10,7,-10,-20,-0.7,-2,-20
COc1cc(/C=C/C(=O)OCC(=O)NC(=O)NC(C)(C)C)ccc1OCC#N,14,11,13,-6,-4,6,74,-2,-28
COC(=O)c1ccc(C(c2c(N)n(CC(C)C)c(=O)[nH]c2=O)N2CCN(c3ccccc3)CC2)cc1 (stereo not drawn),11,3,7,-5,1,0,-0.1,3,-92
O=C(Nc1ccsc1C(=O)NC1CCCCC1)c1ccc(F)cc1,52,-4,7,10,-10,4,0.7,-2,-32
O=C(c1ccc(S(=O)(=O)N2CCCC2)cc1)N1CCC(CN2C(=O)c3cccc4cccc(c34)C2=O)CC1,-16,/,9,-3,-31,14,0.4,-4,-68
O=C(NCCCN1CCc2ccccc2C1)C1CCN(S(=O)(=O)N2CCCC2)CC1,10,2,3,15,38,3,-0.5,-3,10
O=C(CCS(=O)(=O)c1ccccc1)NCCS(=O)(=O)c1ccccc1,-11,0,5,-7,4,24,0.0,2,-37
Cc1ccccc1C(=O)N1CCC(C(=O)N2CCN(S(=O)(=O)c3ccccc3F)CC2)CC1,-2,-1,6,6,11,17,-0.8,0,16
CC(C)(C)SCCNC(=O)c1ccc(Cl)c([N+](=O)[O-])c1,-24,4,2,3,2,7,-0.4,22[fluorescence artefact?],-6
O=C(NCCc1c[nH]c2ccccc12)C(=O)NCC1OCCN1S(=O)(=O)c1ccc(Cl)cc1 (stereo not drawn),-43,3,10,-5[fluorescence artefact?],0,0,0.2,3,11

# Reformatted with values under each structure: 9 of the compounds above
# The line under a structure holds: EP2 mod	Rad51 HR inh	PGE2 EP2 inh	14-3-3 Bad PPI	TbHK1 inh	Hck-Nef inh	L929 necroptosis	eIF4E-4G inh	Calpain2 inh
CCOC(=O)C1CCN(S(=O)(=O)c2c(C)[nH]c(=O)[nH]c2=O)CC1
    -7	11	10	-12	3	-12	2.2	-2	4
Cn1c(NC(=O)c2ccc(F)c(F)c2)cc(=O)n(C)c1=O
    10	-2	11	4	-5	-2	1.1	1	-12
O=C(O)C1CCCCC1C(=O)NC1CCCCC1 (stereo not drawn)
    -5	6	3	-5	1	1	-0.2	-2	-25
COc1ccc(-c2ncc(CN3CCN(CCC(C)C)C(CCO)C3)cn2)cc1 (stereo not drawn)
    -37	/	6	-8	2	15	0.7	3	-12
CCOC(=O)Cn1nc(-c2ccccc2)ccc1=O
    11	-14	2	-5	3	2	0.3	4	-6
CCn1c(=O)cc(SCC(=O)N(C)Cc2ccccc2)c2ccccc21
    -5	-7	10	7	-10	-20	-0.7	-2	-20
COc1cc(/C=C/C(=O)OCC(=O)NC(=O)NC(C)(C)C)ccc1OCC#N
    14	11	13	-6	-4	6	74	-2	-28
COC(=O)c1ccc(C(c2c(N)n(CC(C)C)c(=O)[nH]c2=O)N2CCN(c3ccccc3)CC2)cc1 (stereo not drawn)
    11	3	7	-5	1	0	-0.1	3	-92
O=C(Nc1ccsc1C(=O)NC1CCCCC1)c1ccc(F)cc1
    52	-4	7	10	-10	4	0.7	-2	-32

# Remaining list, next part:
SMILES,EP2 mod,Rad51 HR inh,PGE2 EP2 inh,14-3-3 Bad PPI,TbHK1 inh,Hck-Nef inh,L929 necroptosis,eIF4E-4G inh,Calpain2 inh
Cc1c(/N=C(\[O-])Nc2ccc(Br)cc2)sn[n+]1C,-13,16,7,4,-30,-1,0.8,4,23
Fc1ccccc1/C=N/Nc1ncnc2ccccc12,-63,18,11,-9,-36,31,9.4,-3,-22
COc1ccc(N(CC(=O)Nc2cc([N+](=O)[O-])ccc2C)S(C)(=O)=O)cc1OC,7,7,8,1,-3,-6,0.6,-4,-10
CC(=O)NC(Cc1ccc(C)cc1)C(=O)NC1CCN(c2ncccc2[N+](=O)[O-])CC1 (stereo not drawn),6,-2,6,-14,30,1,1.0,-1,3
O=C(Cn1nnc2ccccc2c1=O)NCc1ccc(Cl)cc1,-7,4,3,0,0,25,-0.1,-3,0
CCOC(=O)CN1CC23C=CC(O2)C(C(=O)Nc2ccc(F)cc2)C3C1=O (stereo not drawn),-11,-9,16,9,-3,-1,-1.0,2,-48
COc1ccccc1CNC(=O)c1cc2c(s1)CS(=O)(=O)C2,0,-5,2,1,0,1,3.0,0[fluorescence artefact?],-98
C=CCN(C(=O)CSC1=NC(=O)CN1C(C)=O)c1nc(C)c(-c2ccccc2)s1,-30,-2,8,-22,-9,29,0.2,1,8
Cc1cc(C)c2c(-n3cccc3)c(NC(=O)OCc3ccccc3)sc2n1,31,-6,12,-4,4,0,-0.1,-2,2
CCN(C(=O)CSc1nnc(-c2ccccc2)o1)c1c(N)n(Cc2ccccc2)c(=O)[nH]c1=O,22,-4,12,-13,-7,20,-0.1,4,-2
NC(=O)CSc1nnnn1-c1ccccc1Cl,-1,-3,14,-5,3,21,1.1,0,-6

# Assay outcomes deposited in PubChem by several laboratories.

# An excerpt (hit frequency here may not be typical).
